# esBAF inh: Bmi1 luciferase reporter increase in mESCs, primary screen, esBAF inhibitor project, mouse ES cells, Bmi1 luciferase knock-in, single point | 24 h; 100% = twice the neutral-well signal | reporter increase, % at 12.5 µM | hit rate 2% among 350,000; in the data active means activation above about 40%;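 further: 0% = median of the plate's neutral control wells and 100% = double that signal; a rise in the Bmi1 reporter signal indicates esBAF inhibition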
# RAD54 branch: inhibitors of human RAD54 branch migration, primary screen, biochemical, fluorescence, single point | hit rate 0.14% among 360,000 | AID 602329, 2012 | RAD54 Holliday junction branch migration, FAM/BHQ fluorescence | inhibition, % at 10.4 µM | DNA repair and recombination protein RAD54-like (Homo sapiens), Q92698;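 active means mean normalized replicate activity at least 40 and at least half of replicates scoring 40 or more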;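 further: 0% = median of neutral control wells and 100% = median of positive control wells; inhibitors cause a drop in the FAM fluorescence signal; in these data hits start at about 50%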
# Target sequence (Q92698 whole entry, looked up): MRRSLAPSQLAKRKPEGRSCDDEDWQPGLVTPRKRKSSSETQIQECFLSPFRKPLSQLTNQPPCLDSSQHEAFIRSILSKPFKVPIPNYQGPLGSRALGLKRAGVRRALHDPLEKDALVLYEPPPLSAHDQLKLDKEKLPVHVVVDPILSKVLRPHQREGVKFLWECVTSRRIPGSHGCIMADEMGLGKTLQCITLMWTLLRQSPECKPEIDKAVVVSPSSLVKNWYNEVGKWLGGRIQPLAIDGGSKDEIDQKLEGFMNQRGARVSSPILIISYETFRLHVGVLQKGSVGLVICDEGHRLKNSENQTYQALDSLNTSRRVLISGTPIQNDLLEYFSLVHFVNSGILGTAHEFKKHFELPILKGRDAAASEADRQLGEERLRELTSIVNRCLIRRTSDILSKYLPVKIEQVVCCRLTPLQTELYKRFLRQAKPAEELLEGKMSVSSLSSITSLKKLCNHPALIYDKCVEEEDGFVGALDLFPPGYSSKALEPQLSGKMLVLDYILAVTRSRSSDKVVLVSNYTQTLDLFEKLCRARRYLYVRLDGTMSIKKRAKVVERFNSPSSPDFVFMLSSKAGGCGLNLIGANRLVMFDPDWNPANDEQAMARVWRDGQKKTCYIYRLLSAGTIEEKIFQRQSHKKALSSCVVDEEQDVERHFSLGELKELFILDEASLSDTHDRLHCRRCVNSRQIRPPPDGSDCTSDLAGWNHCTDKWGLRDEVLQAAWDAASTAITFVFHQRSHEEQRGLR
# INS-1E GSIS act: GLuc luminescence reporter in INS-1E cells, primary screen for activators of glucose-dependent secretion of insulin | INS-1E GLuc reporter insulin secretion, 2-3 h | activation, % at 16.6 µM | hit rate 0.61% among 370,000;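 active means lowest replicate activation of at least 40%, so every replicate reaches that level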;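 further: 0% = median of neutral control wells and 100% = median of IBMX positive control wells; some compounds called inactive have numbers as strong as hits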
# XiGFP reactiv: activators of inactive X chromosome reactivation, primary screen, imaging, XiGFP fibroblasts, GFP high-content imaging, set 2. XiGFP mouse fibroblasts, % GFP-positive cells imaging, 3 d; cells co-treated with 5-aza-dC sensitizer; scaled so ellipticine positive control = 100%. activation, % at 7.58 µM. hit rate 0.055% among 360,000. AID 743238, 2013;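 active means mean normalized replicate activation at least 10% and every replicate at or above 10%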;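 further: 0% = median of on-plate neutral control wells and 100% = ellipticine 6 µM median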
#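 Assay system: SV40-immortalized XiGFP fibroblast cells, line 68-5-11; buffer or medium: DMEM plus 5-aza-dC sensitizer; compound: one concentration, pinned; timing: compounds 3 days, fix/stain 15 min at room temperature; benchmarks: positive control ellipticine, 6 µM final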
# ERAP1 inh: human ERAP1 aminopeptidase inhibitors, primary screen, biochemical, single point, plate reader; Endoplasmic reticulum aminopeptidase 1 (Homo sapiens), Q9NZ08; recombinant ERAP1, Leu-AMC fluorescence, 60 min; inhibition, % at 10.7 µM; hit rate 0.15% among 340,000; AID 652197, 2013;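 active means mean replicate inhibition of at least 30%, or all replicates individually reaching that 30% level; inactive means mean below 30% and not every replicate reaching it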;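 further: 0% = neutral control wells and 100% = L-leucinethiol positive control wells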
# ARNT-TACC3 inh: disruptors of ARNT/TACC3 protein interaction, primary screen, biochemical, AlphaScreen, single concentration; Transforming acidic coiled-coil-containing protein 3 (Homo sapiens), Q9Y6A5; AlphaScreen His-ARNT PAS-B/GST-TACC3 binding, luminescence; TACC3 fragment carries E629A point mutation; inhibition, % at 9.99 µM; hit rate 0.66% among 390,000; AID 623870, 2012;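 active means mean inhibition of replicates at least 50% and at least half of replicates each reaching 50%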;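 further: 0% = complete ARNT plus TACC3 wells and 100% = ARNT alone without TACC3; many hits fall short of the cut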
# RAD52 inh: RAD52 DNA annealing inhibitors, primary screen, biochemical, FRET, single point, set 2; recombinant RAD52 DNA annealing, FRET fluorescence; inhibition, % at 18.7 µM; hit rate 0.46% among 360,000;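 active means every replicate showing at least 50% inhibition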
# F508del corr: F508del CFTR correction, initial screen, CFBE line, single point. CFBE cells, YFP halide quenching; stimulated with forskolin plus potentiator P3; % fluorescence drop versus neutral controls. activity (quench increase), % at 7.58 µM. hit rate 0.36% among 350,000. AID 720511, 2013;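 active means mean added fluorescence quench of at least 8% versus neutral control, with both replicates also reaching 8%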;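 further: cells transiently co-express mutant CFTR-F508del with the halide-sensitive YFP; corrector assay measuring rescue of mutant channel to the surface after 24 h compound exposure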
# * = called active by the depositor; nt = no result given.
Molecule,F508del corr,INS-1E GSIS act,XiGFP reactiv,RAD54 branch,esBAF inh,ARNT-TACC3 inh,RAD52 inh,ERAP1 inh
O=C(C1CCC1)N1C[C@@H]2[C@H](c3ccccc31)[C@@H](CO)N2C(=O)Cc1ccccn1,1.1,4,-0.1,3,0,13,nt,nt
O=C(c1ccccn1)N1C[C@@H]2[C@H](c3ccccc31)[C@H](CO)N2C(=O)C1CCOCC1,-0.6,13,0.2,1,-2,18,-3,-3
CC(C)(C)C(=O)NC1CC2CCCC(C1)N2C(=O)Nc1ccccc1F (stereo unspecified),0.8,7,0.3,-20,-9,1,-7,-1
[O-][n+]1onc2c1CCc1[nH]c(-c3ccccc3)nc1-2,1.6,2,-0.1,5,25,4,1,1
COc1cc(NS(=O)(=O)c2ccc(OC)c(OC)c2)cc(OC)c1,nt,31,nt,0,0,0,nt,nt
Cc1ccc(S(=O)(=O)Nc2ccc3c(c2)CC(=O)N([C@@H](C)CO)C[C@@H](C)[C@H](CN(C)Cc2ccc4c(c2)OCO4)O3)cc1,-1.3,-12,0.1,-14,-1,8,36,-1
Cc1ccccc1S(=O)(=O)NCC[C@@H]1CC[C@H](NC(=O)C2CCOCC2)[C@@H](CO)O1,1.3,-4,-0.3,5,-3,-5,6,-1
CN(C)c1ccc(C(CNS(=O)(=O)c2ccc(F)cc2)c2c[nH]c3ccccc23)cc1 (stereo unspecified),nt,-10,0.0,1,nt,1,nt,nt
CC(C)(C)OC(=O)[C@H](Cc1ccccc1)NC(=O)c1ncn2c1c(=O)[nH]c1ccc(Br)cc12,-0.1,16,0.0,-3,-2,nt,-23,nt
C[C@@H]1CCCCO[C@@H](CN(C)C(=O)CCC(F)(F)F)[C@H](C)CN([C@H](C)CO)C(=O)c2cc(NS(=O)(=O)c3ccc(F)cc3)ccc2O1,-3.1,-22,0.0,-5,5,10,-13,7
O=C(NCc1nnc(SCC(=O)N2CCCc3ccccc32)o1)c1ccccc1F,nt,-7,0.2,-8,1,nt,-4,18
Cc1ccc2[nH]c(=O)c3cc(C(=O)N(C)C4CCCCC4)sc3c2c1,-1.3,0,0.3,1,6,0,-23,-2
COc1ccccc1NS(=O)(=O)c1cccc(-n2c(O)c(C=Nc3ccccc3C(=O)O)c3ccccc3c2=O)c1,-6.0,-32,-0.1,4,nt,21,-17,-4
COc1cc(C(=O)Nc2cc(C)ccc2C)ccc1OCc1c(C)noc1C,0.8,16,0.2,-6,-1,-6,-10,-2
O=C(CCc1ccccc1)N1CCN(c2ccc([N+](=O)[O-])cc2)CC1,1.1,-26,0.0,nt,nt,nt,-9,1
CC(C)Cn1cc(C(=O)NCCCN2CCC(C)CC2)c2c3ccccc3n(C)c2c1=O,2.7,7,0.5,-4,-4,5,1,1
COc1cccc(-c2cnc3c(c2)C(=O)N([C@H](C)CO)C[C@@H](C)[C@H](CN(C)Cc2ccncc2)O3)c1,3.3,-5,2.1,6,2,-12,2,0
COc1ccccc1CC(=O)Nc1ccc(F)cc1F,-0.5,-3,0.0,nt,nt,-11,-8,-1
Cc1ccc(NC(=O)c2cccnc2C(=O)O)nc1,2.1,18,0.1,nt,7,nt,-14,-1
C[C@H]1CCCCO[C@@H](CN(C)C(=O)C2CCCCC2)[C@@H](C)CN([C@@H](C)CO)C(=O)c2cc(NC(=O)CCC(F)(F)F)ccc2O1,1.1,-10,0.1,-10,-1,-8,1,0
Cc1cc(C)n(-c2ccc(C(=O)N3CCN(S(=O)(=O)c4ccc(OC(F)(F)F)cc4)CC3)cc2)n1,-0.4,0,0.0,-1,1,nt,-6,-3
C[C@H](CO)N1C[C@H](C)[C@H](CN(C)Cc2ccc(C(=O)Nc3ccccc3N)cc2)Oc2ccc(NC(=O)Nc3cccc4ccccc34)cc2CC1=O,3.6,-8,2.1,-3,-25,-14,-8,1
CN(C)C(=O)c1ccc(-c2ccc3c(c2)[C@H]2[C@H](CCN2C(=O)c2ccccc2)[C@H](CO)N3)cc1,3.2,5,0.2,-1,8,1,-114,-2
C=CCn1c(CSc2ccc(C)cc2)n[nH]c1=S,1.5,8,0.4,-1,3,8,-6,1
CCOC(=O)Cn1c(=NC(=O)C2CC2)sc2c(C)cc(C)cc21,0.2,48,0.2,4,-5,-2,-18,1

# The last 2 records of the part above open the next one.
Molecule,F508del corr,INS-1E GSIS act,XiGFP reactiv,RAD54 branch,esBAF inh,ARNT-TACC3 inh,RAD52 inh,ERAP1 inh
C=CCn1c(CSc2ccc(C)cc2)n[nH]c1=S,1.5,8,0.4,-1,3,8,-6,1
CCOC(=O)Cn1c(=NC(=O)C2CC2)sc2c(C)cc(C)cc21,0.2,48,0.2,4,-5,-2,-18,1
C[C@@H]1CN([C@@H](C)CO)C(=O)c2cccc(NC(=O)NC3CCCCC3)c2O[C@@H]1CN(C)Cc1ccc(Oc2ccccc2)cc1,0.9,-26,5.7,3,3,13,15,1
CCCNC(=O)N1[C@@H](CO)[C@H](c2ccc(C3=CCCC3)cc2)[C@@H]1CNC(C)=O,0.3,-9,0.2,2,8,-6,nt,nt
COc1ccc(-c2cc(C(=O)O)no2)cc1,-0.2,-4,0.1,nt,nt,-16,-150,2
CN(C)CCNC(=O)c1ccc(COCC(F)(F)F)cc1,1.3,3,nt,1,-1,9,-6,-7
CCS(=O)(=O)N1CC(=O)N2[C@H](CO)[C@@H](c3ccc(-c4ccccc4F)cc3)[C@@H]2C1,-4.4,-5,0.1,nt,nt,nt,-1,7
CCCC#Cc1cnc2c(c1)C(=O)N([C@@H](C)CO)C[C@@H](C)[C@H](CN(C)Cc1ccccc1F)O2,1.0,-8,-0.1,nt,-9,nt,nt,nt
O=C(Cc1cccnc1)N[C@@H]1CC[C@H](CCn2cc(Cc3ccccc3)nn2)O[C@H]1CO,0.8,-6,-0.1,1,-4,0,-1,-2
COCC1=C2[C@@H](c3ccccc3)OB(O)C[C@@H]2n2c(=O)n(-c3ccccc3)c(=O)n2C1,-1.9,nt,nt,-4,nt,-13,-3,1
O=C(C[C@H]1CC[C@@H](NC(=O)CC2CC2)[C@@H](CO)O1)NCc1ccc(-c2ccccc2)cc1,2.7,0,0.4,8,5,-9,3,-2
N#CC(c1cccc([N+](=O)[O-])c1)C(CC(=O)c1ccccc1)c1ccccc1 (stereo unspecified),0.6,10,1.5,-1,nt,nt,0,-1
COc1cc(OC)cc(C(=O)NCCOC23CC4CC(CC(C4)C2)C3)c1,-2.2,-34,-0.2,-1,-5,0,-11,-3
COc1ccc(S(=O)(=O)Nc2ccc3c(c2)C(=O)N([C@@H](C)CO)C[C@H](C)[C@H](CN(C)C(=O)Nc2ccc(C(F)(F)F)cc2)OCCCC[C@H](C)O3)cc1,3.1,-7,-0.2,-2,-1,15,-20,0
Cc1cc(Nc2ccc(F)cc2)c2ccccc2n1,1.0,23,0.1,7,3,nt,-16,4
CO[C@H]1CN(C)C(=O)c2cc(NC(=O)CC(F)(F)F)ccc2OC[C@H](C)N(C(C)=O)C[C@H]1C,0.5,11,-0.1,nt,nt,nt,-36,-3
CCCCN1C(N)=NC[C@@H]1Cc1ccc(O)cc1,-2.8,13,0.2,-6,-4,-2,-4,5
CC(=O)N(C)C[C@H]1Oc2cc(-c3ccccc3)ccc2S(=O)(=O)N([C@H](C)CO)C[C@H]1C,nt,5,-0.1,-4,0,-12,-1,-1
CN(Cc1ccccc1)c1nc2c(c(=O)[nH]c(=O)n2C)n1CCCc1ccccc1,nt,-13,nt,-17,-3,-7,nt,nt
C/C=C/c1ccc2c(c1)O[C@H](CN(C)C(=O)Nc1ccccc1)[C@H](C)CN([C@H](C)CO)S2(=O)=O,0.4,-29,-0.7,-7,-1,-3,6,-1
O=C(Nc1ccc2c(c1)C(=O)NC2=O)c1ccc(Cl)s1,2.1,6,0.0,3,-1,-3,-102,nt
O=C([C@H]1[C@H](CO)[C@H]2Cn3c(cccc3=O)[C@@H]1N2)N1CCc2ccccc2C1,nt,7,0.1,1,0,-1,-4,0
O=C(NC1CCCCC1)c1cc2ccccc2cc1O,-1.8,9,0.0,-2,7,5,0,2
CC(C)NS(=O)(=O)c1ccc(NC(=O)NC2CCCCC2)cc1,nt,-7,0.2,-3,nt,-1,-13,-3
CCn1c(SCC(=O)N2CCOCC2)nc2ccccc21,-0.7,3,0.1,nt,nt,4,-18,-1
O=C(CSCc1ccccc1)NCCCN1CCOCC1,1.0,6,0.0,2,4,-12,2,0
Cc1ccc(S(=O)(=O)/N=C(/Nc2ccc3[nH]c(=O)[nH]c3c2)c2ccccc2)cc1,0.7,-3,0.7,-1,4,nt,-6,-6
Cc1sc(C(=O)Nc2ccc3ccccc3c2)cc1CC(=O)O,-0.5,0,0.1,16,29,-8,-1,7
Cc1ccc(C)c(NC(=S)NCC(c2cccnc2)N2CCOCC2)c1 (stereo unspecified),nt,5,-0.1,nt,nt,10,-11,0
COc1ccc(NC(=O)C2(C)Cc3c(-c4cccc(C(N)=O)c4)ccnc3O2)cc1 (stereo unspecified),1.9,-14,0.0,-2,-10,nt,-1,-2

# No new results follow: entries from further up.
Molecule,F508del corr,INS-1E GSIS act,XiGFP reactiv,RAD54 branch,esBAF inh,ARNT-TACC3 inh,RAD52 inh,ERAP1 inh
O=C(CSCc1ccccc1)NCCCN1CCOCC1,1.0,6,0.0,2,4,-12,2,0
Cc1ccc(S(=O)(=O)/N=C(/Nc2ccc3[nH]c(=O)[nH]c3c2)c2ccccc2)cc1,0.7,-3,0.7,-1,4,nt,-6,-6
Cc1sc(C(=O)Nc2ccc3ccccc3c2)cc1CC(=O)O,-0.5,0,0.1,16,29,-8,-1,7
Cc1ccc(C)c(NC(=S)NCC(c2cccnc2)N2CCOCC2)c1 (stereo unspecified),nt,5,-0.1,nt,nt,10,-11,0
COc1ccc(NC(=O)C2(C)Cc3c(-c4cccc(C(N)=O)c4)ccnc3O2)cc1 (stereo unspecified),1.9,-14,0.0,-2,-10,nt,-1,-2

# Bioassay records deposited in PubChem BioAssay by Broad Institute.
